Apoferritin bind: binds horse apoferritin like a general anesthetic | P02791 | apoferritin/1-aminoanthracene competitive binding, fluorescence | 0.074% of 350,000 active | Potency, µM (top dose mostly 77.5 µM), for inactives: top-dose activity change, negative = displacement, most hits filed as inhibitors; note: potency is the fitted concentration of half-maximal effect; % is set by controls: 0 for no effect and ±100 for the full control effect; nearly all actives have a fitted effect of over 20% in size
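Probe: 1-aminoanthracene (50% saturated, PBS). Protein: horse-spleen apoferritin, 10 uM. Incubation: 10 min, room temperature. Detection: 380 nm excitation, 535 nm emission. Analysis: normalized response, four-parameter Hill.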
POLB inh: inhibitors of human DNA polymerase beta; P06746; Pol beta primer extension/strand displacement, fluorescence kinetic; Potency, µM (top dose mostly 114 µM), for the others: top-dose activity change, negative = inhibition, hits mostly inhibitors; 1.3% of 340,000 active; AID 485314; note: potency is the fitted concentration of half-maximal effect; % is set by controls: 0 for no effect and ±100 for the full control effect
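Pol beta (10 nM) was preincubated with compound for 15 min at room temperature. The reaction was then started with 50 nM substrate and read immediately and after a further 10 min at room temperature.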
APEX1 inh: APE1 (human) endonuclease inhibition; recombinant APE1, TAMRA/BHQ-2 abasic DNA cleavage fluorescence; Potency, µM (titrated, usually from 65.8 µM), for the others: at the highest dose activity change, negative = inhibition, usual class: inhibitors; 0.35% of 350,000 active; AID 2517;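 note: potency is the fitted concentration of half-maximal effect; plate controls were vehicle for no effect and reference inhibitor for full effect; nearly all actives have a fitted effect of over 55% in size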
Target sequence (P27695 whole entry, looked up): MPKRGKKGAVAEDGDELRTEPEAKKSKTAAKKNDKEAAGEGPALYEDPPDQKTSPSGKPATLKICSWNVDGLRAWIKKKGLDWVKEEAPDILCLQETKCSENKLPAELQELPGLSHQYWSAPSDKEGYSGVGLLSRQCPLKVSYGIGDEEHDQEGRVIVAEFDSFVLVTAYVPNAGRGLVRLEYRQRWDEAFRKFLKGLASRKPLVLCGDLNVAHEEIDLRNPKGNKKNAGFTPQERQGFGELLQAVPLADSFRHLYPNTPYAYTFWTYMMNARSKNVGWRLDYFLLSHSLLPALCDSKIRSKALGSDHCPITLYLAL
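Readout is kinetic fluorescence (ex 525, em 598 nm) from cleavage of 50 nM TAMRA/BHQ-2 THF abasic duplex by 0.75 nM APE1, compound added 15 min beforehand at RT.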
BLM helicase inh: inhibitors of human Bloom syndrome helicase BLM | P54132 | Potency, µM (titrated, usually from 56.1 µM), for inactives: at the highest dose activity change, negative = inhibition, hits mostly inhibitors | recombinant BLM DNA unwinding, fluorescence dequenching | 0.2% of 350,000 active;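 note: potency is the fitted concentration of half-maximal effect; plate controls were vehicle for no effect and no enzyme for full effect; nearly all actives have a fitted effect of over 35% in size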
GRP78 ERSR act: induces the endoplasmic reticulum stress response in human glioma cells; 0.02% of 420,000 active; U87-MG GRP78 promoter luciferase reporter, 16 h; Potency, µM, for inactives: top-dose activation, usual class: activators; note: potency is the fitted concentration of half-maximal effect; series mostly up to about 76 µM; % of control where 0% means no effect; nearly all actives have a fitted effect of over 35% in size
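Stably transfected U87-MG glioma cells carrying a GRP78-based luciferase sensor; 16 h compound incubation. Luminescence end-point read 10 min after Bright-Glo addition at room temperature.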
Pol eta inh: DNA polymerase eta (human) inhibition; Q9Y253; recombinant Pol eta, fluorescent DNA replication assay; Potency, µM (highest dose often 114 µM), for inactives: at the highest dose activity change, negative = inhibition, actives largely listed as inhibitors; 1.2% of 390,000 active; note: potency is the fitted concentration of half-maximal effect; % is set by controls: 0 for no effect and ±100 for the full control effect
Target sequence (Q9Y253 whole entry, looked up): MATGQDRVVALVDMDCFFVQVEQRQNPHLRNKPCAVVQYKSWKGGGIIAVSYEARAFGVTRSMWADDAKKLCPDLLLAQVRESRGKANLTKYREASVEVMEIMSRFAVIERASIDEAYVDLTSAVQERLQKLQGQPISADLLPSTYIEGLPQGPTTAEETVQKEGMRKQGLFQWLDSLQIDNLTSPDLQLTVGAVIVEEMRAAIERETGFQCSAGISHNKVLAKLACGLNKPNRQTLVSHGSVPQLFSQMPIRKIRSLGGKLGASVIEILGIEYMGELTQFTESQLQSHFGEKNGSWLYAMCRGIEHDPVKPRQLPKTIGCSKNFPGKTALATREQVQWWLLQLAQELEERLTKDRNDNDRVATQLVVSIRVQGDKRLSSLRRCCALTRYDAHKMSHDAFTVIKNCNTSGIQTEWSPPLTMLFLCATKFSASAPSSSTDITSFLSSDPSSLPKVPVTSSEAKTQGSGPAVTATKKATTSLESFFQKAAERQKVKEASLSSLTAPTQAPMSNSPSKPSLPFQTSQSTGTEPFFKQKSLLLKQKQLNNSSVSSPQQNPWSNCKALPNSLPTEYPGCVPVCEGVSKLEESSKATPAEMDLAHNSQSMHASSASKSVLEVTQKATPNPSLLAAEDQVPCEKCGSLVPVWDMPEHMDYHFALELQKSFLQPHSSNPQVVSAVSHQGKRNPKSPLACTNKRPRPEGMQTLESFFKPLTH
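Pol eta (10 nM) was preincubated with compounds for 15 min at room temperature, after which fluorescent replication substrate (50 nM final) was added to start the reaction. Fluorescence was read kinetically at 0 and 10 min.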
Pol kappa inh: DNA polymerase kappa (human) inhibition; 0.53% of 400,000 active; Q9UBT6; Potency, µM (doses to about 107 µM), inactives show at the highest dose activity, negative = inhibition, actives largely listed as inhibitors; purified Pol kappa, fluorescent DNA synthesis assay, 10 min; note: potency is the fitted concentration of half-maximal effect; % is set by controls: 0 for no effect and ±100 for the full control effect
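Kinetic fluorescence readout at 0 and 10 min followed reaction start with substrate at 50 nM final. Beforehand, enzyme (10 nM Pol kappa) stood 15 min with compound at room temperature; buffer-only wells were negative controls.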
POLI inh: blocks human DNA polymerase iota activity. Q9UNA4. Pol iota fluorescent replication assay, 10 min. Potency, µM (series often up to 115 µM), for inactives: at the highest dose activity, negative = inhibition, usual class: inhibitors. 1% of 390,000 active; note: potency is the fitted concentration of half-maximal effect
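Pol iota at 10 nM preincubated 15 min with compounds at room temperature; reaction started with fluorescent substrate, 50 nM final. Fluorescence read kinetically at 0 and 10 min; buffer-only wells as negative control.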
LDHA block: LDHA (human) enzyme inhibition; P00338; purified LDHA, NADH/diaphorase-resazurin fluorescence; stronger effect = lower value; activity change, % (values are at about 110 or 230 µM); 0.15% of 480,000 active; AID 1347041; in the data active = activity change below about -30%; inconclusive = mostly about -25% to -30%;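 note: plate controls were DMSO wells for no effect and wells without enzyme for full effect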
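Human LDH5 at 2 nM final in Tris HCl pH 7.4 with 0.06 mM NADH and 0.2 mM pyruvate, reacted 5 minutes at room temperature. Remaining NADH coupled via diaphorase/resazurin; resorufin fluorescence read at 0 and 20 minutes, normalized to enzyme-free and DMSO wells.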
The depositor's hits bear a star; ? = inconclusive; . = not tested or not shown; & = joins results of further samples; [ ] = another dose, or the depositor's remark. Unless noted, calls come from the whole dose curve; as a rule, active = well fitted curve in the direction sought with a large enough effect; inconclusive = small, poorly fitted or top-dose-only effect, or another doubt; inactive = no such curve, though single readings can be large; an effect the other way counts as inactive or inconclusive.

entry | Molecule | Apoferritin bind | POLB inh | APEX1 inh | BLM helicase inh | GRP78 ERSR act
1 | Cc1cc(S(=O)(=O)NCc2ccccc2)ccc1OCC(=O)N1CCN(C)CC1 | -5% | -27% | 2% | -4% | -1%
2 | C[C@]12CCC3C(CC[C@H]4C[C@@H](O)CC[C@]34C)C1C[C@@H](O)C2=O (stereo partly drawn) | . | . | -2% | . | -5%
3 | Cc1cc2c(C(F)(F)F)cc(=O)oc2c2c1NCCC2 | 66%[activator] | 1% | -2% | 1% | -2%
4 | COc1cc(/C=C(/C)[N+](=O)[O-])ccc1OCc1ccccc1Cl | -10% | 21% | 9% | -11% | -14%
5 | CCn1cc(C=C2C(=O)NC(=O)NC2=O)c2ccccc21 | 0% | ? | -3% | -1% | -8%
6 | Cc1ccccc1C(=O)NNC(=S)NC(=O)COc1ccccc1 | -7% | 15% | 0% | -3% | 11%
7 | O=c1oc(Cl)c(Cl)c2ccccc12 | . | ? | -4%&1%&6% | . | -12%&-1%&-3%
8 | C=CCn1c(O)c(C(CC)=Nc2ccc(NC(C)=O)cc2)c(=O)[nH]c1=O | 3% | 6% | -4% | -1% | -2%
9 | C=CCn1c(O)c(C(CC)=NC2CC2)c(=O)[nH]c1=O | -8% | 23% | -3% | -2% | -2%
10 | COc1ccc(C(=O)N2CCOCC2)cc1S(=O)(=O)N1CCC(C)CC1 | -8% | 2% | 1% | 0% | -2%
11 | CCCCCCCCCCOC(=O)CCN1CC1 | . | . | . | . | -4%
12 | COc1ccc(CCN(C)Cc2c(F)cccc2F)cc1OC | -12% | 11% | 5% | 1% | -3%

entry | Pol eta inh | Pol kappa inh | POLI inh | LDHA block
1 | 2% | -17% | 9% | -2
2 | ? | -12% | 9% | 1
3 | -11% | -7%[60.1 µM] | 15% | -4
4 | ? | -7% | ? | -2
5 | 7% | -17% | 20µM* | -6
6 | 4% | -1% | ? | -15
7 | -6% | 4%[60.1 µM] | ? | 1
8 | -12% | -1% | 157%[activator] | -1
9 | -7% | -4% | 16% | -6
10 | -25% | -8% | -1% | -5
11 | -13% | -16% | -6% | -7
12 | -10% | -6% | 10% | -4

(further entries)
entry | Molecule | Apoferritin bind | POLB inh | APEX1 inh | BLM helicase inh | GRP78 ERSR act
13 | Clc1ccc(NC2=NCCCS2)cc1Cl | -19% | 24% | -5% | -3% | 10%
14 | O=C(Cc1ccccc1)N1CCN(Cc2cccc(Cl)c2)CC1 | -10% | 1% | 0% | 4% | -3%
15 | Cc1cc(S(=O)(=O)NCC(C)C)ccc1OCC(=O)N1CCN(Cc2ccccc2)CC1 | -14% | 10% | -1% | 0% | -5%
16 | Brc1c(Br)c(Br)c2n[nH]nc2c1Br | -14% | 6%[57.1 µM] | -7%&17% | ? | -4%
17 | CC(=O)OC1CC[C@]2(C)C(CCC3C2CC[C@]2(C)C(C4=CC(=O)OC4)C(OC(C)=O)CC32O)C1 (stereo partly drawn) | -8% | . | -6% | 4% | -7%
18 | O=C(CCC(=O)N1CC2C[C@@H](C1)Cn1c2cccc1=O)NCCc1ccccc1F | 0% | -7% | 28% | -1% | 0%
19 | COC(=O)c1sccc1NC(=O)c1ccc(C#N)cc1 | 13% | ? | -18% | -13% | -2%
20 | CC(O)CNc1ccc([N+](=O)[O-])c2cccnc12 (stereo not drawn) | -14% | 53% | -7% | -1% | -1%
21 | COC(=O)C1=C(c2ccc3ccccc3c2)C[C@@H]2CC[C@H]1N2C(=O)NCc1ccc(F)cc1 | . | . | -11% | . | -1%
22 | CCOc1ccc(-n2c(/C=C/c3ccccc3)nc3ccccc3c2=O)cc1 | 57%[activator] | 0% | . | -4% | 1%
23 | COC1C(O)C(C)OC(OC2C(Oc3cccc4c(O)c5c(=O)oc6ccc(C)c7c(=O)oc(c34)c5c67)OC(C)C(O)C2O)C1O (stereo not drawn) | . | . | . | . | -3%
24 | O=c1[nH]c(=O)n(Cc2ccco2)c(O)c1/C=N/N1CCCCC1 | -14% | ? | ? | 3% | -4%

entry | Pol eta inh | Pol kappa inh | POLI inh | LDHA block
13 | -3% | -10% | 43%[activator] | -4
14 | -1% | -3% | 144%[activator] | -18
15 | -20% | -15% | -7% | 1
16 | -2%[57.1 µM] | ? | ? | .
17 | . | -11%[60.1 µM] | . | .
18 | -16% | 8% | 28% | 4
19 | -8% | -4%[60.1 µM] | ? | -8
20 | -28% | -17% | 34%[activator] | 1
21 | -20% | -5% | 7% | 1
22 | -13% | -9%[60.1 µM] | 5% | 5
23 | 10µM* | ? | ? | 24
24 | 20µM* | 89µM* | ? | -4

(list continues)
entry | Molecule | Apoferritin bind | POLB inh | APEX1 inh | BLM helicase inh | GRP78 ERSR act
25 | Cc1ccc(-c2[nH]c(=S)[nH]c(=O)c2C#N)cc1 | -9% | 40%[activator] | 14% | -3% | 3%
26 | CC(=O)N1N=C(c2c(O)n(C)c(=O)n(C)c2=O)CC1c1ccccc1 (stereo not drawn) | -9% | 20% | -4% | -1% | -4%
27 | CCOc1ccc(CN2CCCC(C(=O)c3ccccc3OC)C2)cc1 (stereo not drawn) | -18% | 10% | 10% | -4% | -3%
28 | O=c1cccc2n1C[C@H]1C[C@@H]2CN2CCCC[C@@H]12 | 42%[activator] | 49% | -8% | 1% | -4%
29 | COP(=O)(OC)C(NC(=O)c1ccc(C)cc1)C(Cl)(Cl)Cl (stereo not drawn) | -4% | -5% | 13% | -1% | -4%
30 | C[C@H](CCC(=O)O)[C@H]1CC[C@H]2[C@@H]3CC[C@@H]4C[C@H](O)CC[C@]4(C)[C@H]3CC[C@]12C | -13% | . | ? | ? | -3%&-2%
31 | CN(C)C1=NP(N(C)C)(N(C)C)=NC(c2ccccc2)=N1 | -19% | 0% | -1% | -2% | -3%
32 | CCN1C(=O)C(=Cc2ccc(C)s2)C(=O)N(CC)C1=S | -10% | ? | 3% | -6% | 0%
33 | O=c1[nH]c(=O)n(C2CCCCC2)c(O)c1C1=Nc2ccccc2SC(c2ccccc2)C1 (stereo not drawn) | 49%[activator] | 2% | . | -10% | .
34 | Cc1ccc(N)cc1Cl | . | . | -2% | . | -2%
35 | COC(=O)C1=C(c2ccc(S(C)(=O)=O)cc2)C[C@@H]2CC[C@H]1N2C(=O)NC(C)C | . | . | . | . | -4%
36 | CCCCn1c(O)c(/C(CC)=N/N2CCCCC2c2cccnc2)c(=O)[nH]c1=S (stereo not drawn) | -16% | 2% | -3% | -8% | -2%

entry | Pol eta inh | Pol kappa inh | POLI inh | LDHA block
25 | 0% | -20% | -6% | 2
26 | -4% | -17% | 84%[activator] | 7
27 | -11% | -4% | 19% | 0
28 | -20% | 1% | -23% | -3
29 | -11% | 4% | 53%[activator] | -6
30 | -8% | ? | ? | -17
31 | 4% | -4% | 10% | 1
32 | 25µM* | -13% | 0% | -8
33 | . | -8% | -1% | -2
34 | -15% | -1% | 30% | -4
35 | -16% | 3% | 7% | -7
36 | 2% | -13% | 72%[activator] | -7

5 of the compounds above, with one line to a screen:
30	C[C@H](CCC(=O)O)[C@H]1CC[C@H]2[C@@H]3CC[C@@H]4C[C@H](O)CC[C@]4(C)[C@H]3CC[C@]12C
31	CN(C)C1=NP(N(C)C)(N(C)C)=NC(c2ccccc2)=N1
32	CCN1C(=O)C(=Cc2ccc(C)s2)C(=O)N(CC)C1=S
33	O=c1[nH]c(=O)n(C2CCCCC2)c(O)c1C1=Nc2ccccc2SC(c2ccccc2)C1 (stereo not drawn)
34	Cc1ccc(N)cc1Cl

| assay / compound | 30 | 31 | 32 | 33 | 34 |
| --- | --- | --- | --- | --- | --- |
| Apoferritin bind | -13% | -19% | -10% | 49%[activator] | . |
| POLB inh | . | 0% | ? | 2% | . |
| APEX1 inh | ? | -1% | 3% | . | -2% |
| BLM helicase inh | ? | -2% | -6% | -10% | . |
| GRP78 ERSR act | -3%&-2% | -3% | 0% | . | -2% |
| Pol eta inh | -8% | 4% | 25µM* | . | -15% |
| Pol kappa inh | ? | -4% | -13% | -8% | -1% |
| POLI inh | ? | 10% | 0% | -1% | 30% |
| LDHA block | -17 | 1 | -8 | -2 | -4 |

(more compounds)
entry | Molecule | Apoferritin bind | POLB inh | APEX1 inh | BLM helicase inh | GRP78 ERSR act
37 | CCCCCCC(C)(C)c1cc(OC)c2c(c1)OC(C)(C)[C@@H]1CC=C(C)C[C@@H]21 | 3% | . | 4% | 0% | -4%
38 | CCC1CCCCN1P(=O)(c1ccc(C)o1)C(C)(C)C (stereo not drawn) | -13% | -24% | 2% | 4% | -2%
39 | CCOc1ccc(-n2c(O)c(C=NCCN3CCNCC3)c(=O)[nH]c2=O)cc1 | -4% | 3% | 1% | -2% | 1%
40 | Cn1cc(NC(=O)CCl)cn1 | -1% | -1% | 2% | -3% | 5%
41 | CCN(C(=O)Oc1ccccc1)c1ccc(C(O)(C(=O)OC)C(F)(F)F)cc1 (stereo not drawn) | -14% | 1% | -5% | 2% | 0%
42 | COC(=O)C1C(O)CC2CCC1N2C (stereo not drawn) | . | . | 6% | . | -3%
43 | COc1ccc(-n2c(CNCCc3ccc(C)cc3)nc3ccccc3c2=O)cc1 | -19% | -8% | 20% | -10% | 0%
44 | CC1CC(C)C(=O)[C@H](C(O)CC2CC(=O)NC(=O)C2)C1 (stereo partly drawn) | -7% | . | -1% | 4% | -8%

entry | Pol eta inh | Pol kappa inh | POLI inh | LDHA block
37 | . | -5%[60.1 µM] | . | .
38 | -9% | 3% | 0% | 2
39 | -4% | 1% | -4% | 8
40 | -12% | -11% | 73%[activator] | -4
41 | -22% | -2% | -12% | -1
42 | -12% | -24% | 18% | -9
43 | ? | -4% | 148%[activator] | -2
44 | . | 0%[60.1 µM] | . | .

High-throughput results (PubChem)

Some of the compounds tested; rates above refer to the full screens.
